Screening data deposited in PubChem BioAssay by National Center for Advancing Translational Sciences (NCATS).
AMA1 RON2 block = qHTS for Inhibitors of AMA1-RON; Towards Development of Antimalarial Drug Lead: Primary Screen; hit rate 0.2% among 360,000; AlphaScreen AMA1-biotinylated RON2 peptide binding; AID 720542, 2013; Potency, µM (top dose mostly 58.2 µM), for inactives: top-dose activity change, negative = inhibition, hits mostly inhibitors;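 further: potency means the concentration at half of the fitted maximal effect; 0% = vehicle wells and -100% = peptide control; nearly all actives have a fitted effect of over 45% in size; some results filed as inactive show a strong effect at the top dose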
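AMA1 (3D7) with his tag at 25 nM final met compounds first, then biotinylated RON2 peptide at 25 nM; detection used donor plus acceptor beads, 10 µg/mL apiece, read by AlphaScreen after 30 min at room temperature.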
LmPK inhibitor = qHTS Assay for Inhibitors of Leishmania Mexicana Pyruvate Kinase (LmPK) | Q27686 | hit rate 0.37% among 290,000 | purified LmPK, Kinase-Glo ATP luminescence, 1 h | AID 1721, 2009 | Potency, µM (top dose mostly 57.5 µM), without a hit: top-dose activity change, negative = inhibition, actives largely listed as inhibitors; further: potency means the concentration at half of the fitted maximal effect
Target sequence (Q27686 whole entry, looked up): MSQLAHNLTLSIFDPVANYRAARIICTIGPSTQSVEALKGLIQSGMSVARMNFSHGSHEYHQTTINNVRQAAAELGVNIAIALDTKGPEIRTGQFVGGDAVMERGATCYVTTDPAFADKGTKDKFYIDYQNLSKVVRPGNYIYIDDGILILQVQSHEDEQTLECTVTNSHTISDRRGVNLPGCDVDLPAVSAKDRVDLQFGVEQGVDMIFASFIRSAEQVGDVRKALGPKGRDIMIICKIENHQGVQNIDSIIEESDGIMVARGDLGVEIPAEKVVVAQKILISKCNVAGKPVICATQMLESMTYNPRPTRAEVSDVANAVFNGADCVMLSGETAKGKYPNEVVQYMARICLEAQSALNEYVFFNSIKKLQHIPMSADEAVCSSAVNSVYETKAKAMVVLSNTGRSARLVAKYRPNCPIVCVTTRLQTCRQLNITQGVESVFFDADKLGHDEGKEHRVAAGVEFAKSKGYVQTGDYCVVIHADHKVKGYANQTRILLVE
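Screened at intermediate enzyme activity to detect both inhibitors and activators: LmPK at 0.1 nM, with a 0.5 nM enzyme column as activation reference. PEP 0.5 mM, ADP 0.1 mM; ATP detected by luminescence after 1 h.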
AmpC detergent = qHTS Inhibitors of AmpC Beta-Lactamase (assay with detergent). AmpC hydrolysis of nitrocefin, absorbance 480 nm, 0.01% Triton. P00811. Potency, µM (top dose mostly 114 µM), inactives show at the top dose activity change, negative = inhibition, hits mostly inhibitors. hit rate 0.041% among 370,000;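 further: potency means the concentration at half of the fitted maximal effect; 0% = no-compound wells and -100% = no-enzyme wells; nearly all actives have a fitted effect of over 25% in size; some results filed as inactive show a strong effect at the top dose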
Target sequence (P00811 whole entry, looked up): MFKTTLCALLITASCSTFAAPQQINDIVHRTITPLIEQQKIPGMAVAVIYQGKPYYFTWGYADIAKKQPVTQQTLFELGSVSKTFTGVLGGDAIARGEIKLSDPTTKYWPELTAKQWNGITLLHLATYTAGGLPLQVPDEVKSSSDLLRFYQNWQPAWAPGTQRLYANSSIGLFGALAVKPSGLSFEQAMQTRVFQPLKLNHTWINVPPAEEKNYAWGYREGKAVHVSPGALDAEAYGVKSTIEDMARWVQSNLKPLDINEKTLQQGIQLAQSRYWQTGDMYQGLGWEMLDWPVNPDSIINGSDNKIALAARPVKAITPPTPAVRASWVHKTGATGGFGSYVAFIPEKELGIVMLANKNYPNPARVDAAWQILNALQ
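20 mM phosphate pH 7.0 + 0.01% (detergent screen) or 0.0001% Triton X-100; 5.3 nM AmpC reagent; cpd preinc 15 min RT; nitrocefin (800 uM stock) to start; A480 q20 s × 4 min; Activity was normalised to no-enzyme and no-compound control wells.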
Tb PYK inh = qHTS of Trypanosoma Brucei Inhibitors; hit rate 0.12% among 410,000; AID 624173, 2012; TbPYK enzyme, Kinase-Glo Plus ATP luminescence, 45 min; Potency, µM (series often up to 76.8 µM), without a hit: at the top dose activity, negative = inhibition, hits mostly inhibitors; further: potency means the concentration at half of the fitted maximal effect; nearly all actives have a fitted effect of over 50% in size
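Quantitative HTS: titrated library compounds versus trypanosomal pyruvate kinase in TEA buffer (pH 7.2) containing KCl, MgCl2, BSA and Tween-20. Reactions were initiated with ADP, 130 uM final. Kinase-Glo Plus luminescence was read after 45 min at RT.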
HCV inh = qHTS Assay for Inhibitors of Hepatitis C Virus (HCV); Potency, µM (highest dose often 41.8 µM), for inactives: top-dose activity change, negative = inhibition, actives largely listed as inhibitors; Huh7.5.1 HCVcc-Cre infection, luciferase reporter, 44 h; AID 651820, 2012; hit rate 3.4% among 340,000; further: potency means the concentration at half of the fitted maximal effect
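Seed cells (1,000/well) for 4 h; treat with compound and infect with HCVcc-Cre, moi about 0.5. Incubate 44 h, then detect luciferase activity.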
HCMV inh = qHTS Assay for inhibitors of the human cytomegalovirus (HCMV) | activity change, negative = inhibition, % at 57.5 µM | hit rate 4.5% among 410,000 | AID 1259415, 2018 | HFF cells, HCMV-luciferase reporter, 72 h; hits give low values; in the data active means activity change below about -60%; inconclusive means no clear call, values can overlap the other calls; inactive means above about -39%
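Cell-based, HFFs, 1000 cells/well, 16 h 37C; cpds in DMSO + HCMV-luc, MOI 1 PFU/cell; 72 h 37C; OneGlo luminescence after 5 min RT; norm. to buffer vs Salinomycin 10uM.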
AmpC no deterg = qHTS Inhibitors of AmpC Beta-Lactamase (assay without detergent). AmpC nitrocefin hydrolysis, absorbance 480 nm, 0.0001% Triton. AID 485341, 2010. Potency, µM (highest dose often 57.1 µM), without a hit: at the top dose activity change, negative = inhibition, usual class: inhibitors. P00811. hit rate 0.52% among 330,000;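 further: potency means the concentration at half of the fitted maximal effect; plate controls were no compound for no effect and no enzyme for full effect; nearly all actives have a fitted effect of over 20% in size; some results filed as inactive show a strong effect at the top dose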
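20 mM phosphate pH 7.0 + 0.01% (detergent screen) or 0.0001% Triton X-100; 5.3 nM AmpC reagent; cpd preinc 15 min RT; nitrocefin (800 uM stock) to start; A480 q20 s × 4 min; Activity was normalised to no-enzyme and no-compound control wells.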
* = called active by the depositor; ? = inconclusive; · = no result given; & = joins results of further samples; [ ] = another dose, or the depositor's remark. Unless noted, the call rests on the fitted dose curve; in most records, active means well fitted curve in the direction sought with a large enough effect; inconclusive means small, poorly fitted or top-dose-only effect, or another doubt; inactive means no such curve, though single readings can be large; an effect the other way counts as inactive or inconclusive. Unless noted, on the % scale 0 is the no-effect control and ±100 the full control effect. The order is random (roughly 7.5% active in at least one column).

cpd	structure	AMA1 RON2 block	LmPK inhibitor	AmpC detergent	Tb PYK inh	HCV inh	HCMV inh	AmpC no deterg
1	Cc1ccc2c(c1)N(C(=O)CCC(=O)NCC(C)c1ccccc1)CC(C)O2 (stereo not drawn)	-4%	-8%	-7%	0%	?	48	67%[activator]
2	CCOC(=O)c1ccc(N2C(=O)c3n[nH]c(-c4ccco4)c3C2c2ccccc2OC)cc1 (stereo not drawn)	·	·	1%	-2%	·	-101*	·
3	COc1ccccc1N1CCN(/N=C/c2ccc(O)c(O)c2)CC1	16%	-20%	1%	?	-20%	-36	-23%
4	Cc1c(OCC(=O)NCC(O)c2ccccc2)ccc2c(-c3ccccc3)cc(=O)oc12 (stereo not drawn)	-2%	-9%	?	2%	32µM*	?	7%
5	O=C(N/C(=C/c1ccc(Br)cc1)C(=O)N1CCCC1)c1ccccc1F	-4%	3%	-8%	-10%	?	-12	100%[activator]
6	Cc1nnc(N)s1	-10%	0%	0%	2%	11%	23	1%
7	O=C(CCCn1c(=O)[nH]c2ccccc2c1=O)N1CCN(c2ccccn2)CC1	-10%	4%	4%	11%	10%[8.37 µM]	4	0%
8	Cn1c(=O)c2c(nc(N/N=C/c3ccncc3)n2Cc2ccccc2)n(C)c1=O	32%[activator]	-1%	5%	0%	-10%	46	-17%
9	O=C(OCC1OC(Oc2ccc(O)cc2)C(O)C(O)C1O)c1ccccc1 (stereo not drawn)	-6%	·	?	-2%	-17%	37	-13%
10	CSCCC(NC(=O)c1ccccc1Br)C(=O)NC(C)CCc1ccccc1 (stereo not drawn)	-3%	1%	7%	1%	·	-27	-6%
11	CN(C)c1ncc(S(=O)(=O)c2ccccc2)c(N)n1	?	-5%	3%	-1%	7%	12	0%
12	CCOc1ccc(CNC(=O)c2cc3c(=O)n(Cc4cccs4)ccc3nc2C)cc1	·	·	8%	-12%	·	?	·
13	Cc1nc(C)c(C)nc1C	·	11%	-12%	·	·	·	-11%
14	COc1ccc(N(C)C(=O)c2cc3c(s2)-c2ccc(Cl)cc2S(=O)(=O)C3)c(OC)c1	2%	8%	-5%	10%	?	?	-4%
15	Cc1ccc(C(=O)N2CCN(S(=O)(=O)c3sc(C(=O)O)c(C)c3C(=O)O)CC2)s1	7%	·	8%	-1%	13%	-16	-12%
16	CCc1nc2ccccc2c(C(=O)Oc2ccc(C(=O)OC)cc2)c1C	-12%	-1%	-11%	-9%	16%	13	-6%
17	O=C(N/C(=C/c1cccc([N+](=O)[O-])c1)C(=O)N1CCCC1)c1ccccc1	-3%	-3%	3%	2%	4%	-17	1%
18	N#CC1(N2CCN(C(=O)c3ccccc3)CC2)CCCCC1	-2%	-1%	7%	-2%	9%	17	-2%
19	Cc1ccc(-n2c(=O)[nH]c3sc4c(c3c2=O)CCNC4)cc1C	·	·	2%	6%	·	1	·
20	CN(C(=O)COC(=O)c1cccc(S(=O)(=O)N(C)c2ccccc2)c1)C1CCCCC1	-3%	·	0%	1%	-16%	-12	37%
21	COc1cc(C(=O)Oc2c(OC)cc(C(=S)N3CCOCC3)cc2OC)cc(OC)c1OC	-8%	6%	-3%	-2%	-8%	45	154%[activator]
22	Cc1nc(-c2ccc(C(=O)Nc3ccc(F)cc3)cc2)cs1	-8%	?	0%	-9%	?	?	-26%
23	NC(=Nc1ccccc1)NC(=O)c1nc(Cl)c(N)nc1N	20%	·	·	6%	3%	·	·
24	CCc1cc(=O)oc2c(CNCc3ccccc3F)c(O)c(Cl)cc12	66%[activator]	3%	0%	-13%	9%	-36	-12%
25	CCCCN(CC)CCNC(=S)Nc1ccc2nc(N3CCN(C)CC3)cc(C)c2c1	2%	1%	5%	-3%	0.89µM*	-3	53%

Next section.
cpd	structure	AMA1 RON2 block	LmPK inhibitor	AmpC detergent	Tb PYK inh	HCV inh	HCMV inh	AmpC no deterg
26	O=C(CC1S/C(=N/N=C2CCCCCC2)NC1=O)Nc1ccccc1C(F)(F)F (stereo not drawn)	80%[activator]	0%	2%	-2%	-19%	20	3%
27	CCCc1nn(C)c(C(=O)Nc2ccc(CC)cc2)c1Cl	0%	-4%	?	2%	9%	·	2%
28	COc1ccc(NS(=O)(=O)c2ccc(NC(=O)c3ccccc3Br)cc2)nn1	23%	1%	-1%	5%	8%	10	-19%
29	S=c1[nH]nc(COc2ccccc2)n1/N=C/c1ccccc1Br	121%[activator]	-2%	5%	-16%	16%	8	-31%
30	Cc1cc(C)n(-c2cc(Cl)cc(Cl)c2)c(=O)c1C#N	0%	2%	?	1%	-27%	19	-33%
31	COC(=O)C1=C(c2cc3ccccc3s2)C[C@@H]2CC[C@H]1N2C(=O)NCc1ccc(C(F)(F)F)cc1	-4%	·	·	1%	11µM*	-6	·
32	CCN1C=C(C(=O)c2ccccc2)C(=O)CC1	2%	·	·	1%	-2%	-19	·
33	C=CCn1c(SCC(=O)NC(N)=O)nnc1-c1cc2c(s1)CCC(CC)C2 (stereo not drawn)	0%	6%	-2%	4%	7%	-15	27%
34	CN(C)c1ccc(-n2cccc2/C=C/[N+](=O)[O-])cc1	7.1µM*	2%	-3%	3%	10µM*	81	-21%
35	Cc1ccc(C(=O)C(C)OC(=O)C2CCN(c3ccc(C(F)(F)F)cn3)CC2)cc1 (stereo not drawn)	-9%	·	-15%	-5%	-8%	8	1%
36	CCc1ccccc1NC(=O)c1nc2nc(C)cc(C(F)F)n2n1	·	·	23%	1%	·	?	·
37	O=C(Nc1cccc(S(=O)(=O)N2CCCC2)c1)c1ccco1	0%	·	·	1%	?	8	-20%
38	O=C(O)CCc1ccc(-c2cccs2)n1NC(=O)c1ccc(Cl)cc1	0%	1%	-20%	1%	15%	42	-32%
39	COc1ccc(-c2ccc(CCC(=O)O)n2-c2ccc(O)cc2)cc1	-2%	-1%	2%	-12%	16%	13	-29%
40	CNCc1ccccc1Sc1ccc(OC)cc1	7%	-2%	-7%	-8%	6%	-16	-10%
41	CC(=O)c1c(C)[nH]c(C(=O)CN2C(=O)NC(C)(c3ccc4c(c3)OCO4)C2=O)c1C (stereo not drawn)	7%	4%	?	-4%	12%	126	-25%
42	Cc1ccc(CNc2ncc(-c3ccccc3)n2C)o1	?	-2%	-4%	20%	?	16	-16%
43	Cc1ccc(SCCN2CCN(C)CCC2=O)cc1	7%	8%	-8%	-3%	1%	-26	7%
44	CCn1cc(CN2CCC(n3nccc3NC(=O)c3ccc4c(c3)OCO4)CC2)c(C)n1	2%	-4%	-2%	-6%	-15%	7	61%[activator]
45	COc1cc(NC(=O)c2ccc(OCc3c(C)noc3C)c(OC)c2)cc(OC)c1	8%	·	·	-10%	?	-3	61%[activator]
46	Cc1ccc(NCc2nc3ccccc3n2CCOc2ccccc2)cc1	5%	2%	?	-7%&2%	9%	25&-22	-43%
47	COc1ccc(-n2c(-c3cnccn3)n[nH]c2=S)cc1	-2%	-3%	3%	?	·	-29	-6%
48	CC(C)CC(CCc1ccccc1)OS(N)(=O)=O (stereo not drawn)	11%	1%	?	-3%	22%	-16	-22%
49	CCc1cccc(CC)c1NC(=O)c1ccc2c(c1)CCN2S(=O)(=O)c1ccccc1	·	·	21%	4%	·	-20	·
50	COc1ccc(-c2nc(CSCC(=O)NCCc3ccccc3)c(C)o2)cc1	·	·	?	4%	·	-14	·

Later entries
cpd	structure	AMA1 RON2 block	LmPK inhibitor	AmpC detergent	Tb PYK inh	HCV inh	HCMV inh	AmpC no deterg
51	CCOC(=O)N1CCC(NC(=O)c2cc(C(=O)NCC(OC)OC)ccc2CO)CC1	-3%	-3%	-6%	-13%	16%	4	-14%
52	Cc1cc2nc(C3CCCN(C(=S)Nc4ccccc4C)C3)[nH]c2cc1C (stereo not drawn)	-5%	2%	-9%	-2%	10µM*	-17	9%
53	Cc1ccsc1C1C(C#N)=C(N)Oc2n[nH]c(C)c21 (stereo not drawn)	-8%	-2%	-4%	-2%	16%	-11	-27%
54	Nc1nonc1C(=O)N/N=C/c1ccc(-c2ccc(Cl)c(C(=O)O)c2)o1	-2%	0%	-8%	5%	6%	-73*	1%
55	O=C(Cc1ccccc1)NCc1n[nH]c(=S)n1-c1ccc(Br)cc1	34%[activator]	?	5%	?	14%	22	-17%
56	COc1ccc(CNC(=O)C[C@H]2C(=O)N(Cc3ccccc3)C[C@@H]2Cc2ccccc2)cc1	-8%	0%	-14%	-1%	?	1	106%[activator]
57	S=C1SCN(CC2CC2)CN1CC1CC1	19%	0%	-1%	-2%	?	-77*	-15%
58	O=C(c1cc(S(=O)(=O)N2CCOCC2)ccc1F)N1CCN(Cc2ccccc2)CC1	0%	-1%	-11%	2%	6%	-3	71%[activator]
59	Cc1ccc(NC(=O)c2ccc(OC(=O)c3ccco3)cc2)cc1	-2%	-9%	?	0%	11%	139	-15%
60	CC(NC(=O)CN1C(=O)COc2ccc(S(=O)(=O)N3CCCCCC3)cc21)c1ccccc1 (stereo not drawn)	·	·	-10%	-7%	·	-7	·
61	COc1ccc(C2/C=C\CN(C(=O)Nc3ccccc3)CC(=O)N2Cc2ccc(F)cc2)cc1 (stereo not drawn)	11%	3%	5%	-1%	?	-11	56%
